# KDM5B inhibitor – KDM5B demethylase inhibition; 2.6% of 220,000 active; Potency, µM (doses to about 57.7 µM), without a hit: top-dose activity change, negative = inhibition, actives largely listed as inhibitors; Q9UGL1; KDM5B demethylase, FDH-coupled NADH fluorescence (FDH is formaldehyde dehydrogenase); active means well fitted inhibition curve with a large enough effect; inconclusive means small, poorly fitted or top-dose-only effect; inactive means no such curve, though single readings can be large or run the other way; further: 0% is about no effect; nearly all actives have a fitted effect of over 70% in size
# Target sequence (Q9UGL1 whole entry, looked up): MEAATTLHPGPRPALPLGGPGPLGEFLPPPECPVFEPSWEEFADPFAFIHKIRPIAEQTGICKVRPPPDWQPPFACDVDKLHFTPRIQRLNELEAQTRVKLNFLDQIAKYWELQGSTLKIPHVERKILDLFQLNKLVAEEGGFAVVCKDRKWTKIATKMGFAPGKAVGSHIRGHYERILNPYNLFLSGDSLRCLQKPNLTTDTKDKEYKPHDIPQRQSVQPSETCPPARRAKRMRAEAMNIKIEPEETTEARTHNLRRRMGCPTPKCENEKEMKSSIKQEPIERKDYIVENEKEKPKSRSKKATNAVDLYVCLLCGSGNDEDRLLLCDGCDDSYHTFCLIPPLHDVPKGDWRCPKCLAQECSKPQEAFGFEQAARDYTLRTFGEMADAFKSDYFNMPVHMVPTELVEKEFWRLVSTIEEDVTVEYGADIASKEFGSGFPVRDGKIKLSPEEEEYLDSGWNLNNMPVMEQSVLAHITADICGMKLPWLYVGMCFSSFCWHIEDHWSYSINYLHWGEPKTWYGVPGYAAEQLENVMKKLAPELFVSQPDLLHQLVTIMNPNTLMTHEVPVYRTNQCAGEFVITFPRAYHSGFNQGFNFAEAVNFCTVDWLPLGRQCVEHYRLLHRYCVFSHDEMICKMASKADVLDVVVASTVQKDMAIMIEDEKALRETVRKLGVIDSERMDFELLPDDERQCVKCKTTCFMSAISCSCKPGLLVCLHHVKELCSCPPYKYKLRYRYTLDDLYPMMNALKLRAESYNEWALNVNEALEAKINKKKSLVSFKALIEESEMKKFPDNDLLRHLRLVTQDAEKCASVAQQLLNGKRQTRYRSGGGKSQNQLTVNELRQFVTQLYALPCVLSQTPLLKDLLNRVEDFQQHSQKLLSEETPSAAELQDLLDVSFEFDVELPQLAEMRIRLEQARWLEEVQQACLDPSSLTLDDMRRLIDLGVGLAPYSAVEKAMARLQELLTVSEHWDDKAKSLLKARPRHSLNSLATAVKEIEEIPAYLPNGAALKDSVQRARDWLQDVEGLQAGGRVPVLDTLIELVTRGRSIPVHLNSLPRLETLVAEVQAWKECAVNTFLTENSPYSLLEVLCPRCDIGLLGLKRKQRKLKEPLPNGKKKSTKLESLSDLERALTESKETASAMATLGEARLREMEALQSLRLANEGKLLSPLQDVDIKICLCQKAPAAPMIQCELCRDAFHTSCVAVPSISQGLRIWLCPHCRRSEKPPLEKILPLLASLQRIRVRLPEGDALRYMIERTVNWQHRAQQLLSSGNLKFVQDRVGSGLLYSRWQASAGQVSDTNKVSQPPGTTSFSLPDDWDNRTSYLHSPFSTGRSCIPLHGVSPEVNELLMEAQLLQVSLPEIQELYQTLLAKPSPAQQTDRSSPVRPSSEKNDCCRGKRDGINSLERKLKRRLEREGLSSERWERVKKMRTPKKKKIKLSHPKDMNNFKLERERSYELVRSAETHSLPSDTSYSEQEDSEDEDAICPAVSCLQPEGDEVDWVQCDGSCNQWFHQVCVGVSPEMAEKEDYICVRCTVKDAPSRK
#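 Coupled FDH/NAD⁺ fluorescence readout. KDM5BΔAP 200 nM final; compound titration, 10 min RT preincubation; substrate mix 12.5 µM H3K4me3, 25 µM 2-OG, 50 µM Fe(II), 100 µM ascorbate, 0.25 mM NAD⁺, 0.25 U/mL FDH; ΔRFU over 30 min.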
# The depositor's hits bear a star; ? = inconclusive; & = joins results of further samples; [ ] = another dose, or the depositor's remark. Potency means the concentration at half of the fitted maximal effect. Only part of the results is shown; count on the stated rates, not on these rows.
SMILES,KDM5B inhibitor
COCC(=O)NCc1nc(-c2cccc(F)c2)c(-c2ccccn2)[nH]1,-10%
CC(Oc1ccc(C#N)cc1)C(=O)NOCc1ccccc1 (stereo not given),16%
Cc1ccc(NC(=O)CSc2ncnc3ccccc23)c(C)c1,15%
CC(=O)Nc1ccc(C2(C(=O)NCc3ccc(F)cc3Cl)CCC2)cc1,8%
C=CCNC(=O)NC(=O)CN(C)Cc1cccc(C#N)c1,2%
Cc1cc(C)c(NC(=O)CNC(=O)c2cc3ccc(F)cc3nc2C)c(C)c1,2%
Cc1ccc(S(=O)(=O)N(Cc2cc3ccc(C)cc3[nH]c2=O)CC2CCCO2)cc1 (stereo not given),3%
CC(C)CCC(C)NC(=O)c1nccnc1N (stereo not given),?
NC(=O)CCNC(=O)C1=C[C@@H](NC(=O)c2cccs2)[C@@H](O)[C@H](O)C1,?
Cc1cccc(-c2noc(CN(C)C(=O)COc3ccccc3)n2)c1,6%
CN1C(=O)[C@@H]2C[C@@H](CN2C(=O)c2ccccc2)Oc2ccccc21,-3%[86.2 µM]
CCOc1ccccc1NC(=O)CSc1nc2c(oc3ccccc32)c(=O)n1-c1ccc(F)cc1,-63%
CCOc1ccc(CN(C)CC(=O)Nc2ccc(Cl)c(Cl)c2)cc1OC,3%
Cc1ccc(NNC(=O)c2c(F)cccc2Cl)cc1Cl,15%
O=C(Nc1nnc(C2CC2)s1)c1ccc(Cl)c(S(=O)(=O)N2CCCC2)c1,10%
Cc1cccc(-c2nc(SCC(=O)Nc3cc(C)on3)c3c(=O)n(C)c(=O)n(C)c3n2)c1,8%
CCN(CC)CCNC(=O)c1ccc(CS(=O)(=O)c2ccccc2C)o1,3%&-7%
CC(C)(C)c1ccc(NC(=O)O[C@@H]2CO[C@H]3[C@@H]2OC[C@@H]3Nc2nccc(-c3ccc4c(c3)OCO4)n2)cc1,28µM*
CCC(C)NC(=O)CSc1ncnc2ccccc12 (stereo not given),-1%
CC(C)c1ccc(NC(=O)c2ccc(CN3CC(=O)N4CCCCC4C3=O)cc2)cc1 (stereo not given),8%
Cc1ccc(Cn2ccn(CC(=O)Nc3ccccc3C(F)(F)F)c(=O)c2=O)cc1,?
O=C(N1CCOCC1)N1CCn2c(nnc2C2CCNCC2)C1,28%[149 µM]
Cc1ccc(C(C)NC(=O)c2cc(COc3ccccc3)[nH]n2)c(C)c1 (stereo not given),0%
Cc1noc(-c2cccc(OC3CN(C(=O)Nc4ccccc4)C3)c2)n1,-3%
CNC(=O)c1cc(-c2cccc(OC)c2OC)cc2c1OCCN2Cc1cccnc1,32µM*
Cc1cccc(C)c1-n1ncc(C(=O)NCc2ccc3c(c2)OCO3)c1C1CCN(C(=O)OC(C)(C)C)CC1,-3%
Cc1ccccc1OCC(=O)N1C[C@@H]2CCN(C)C[C@]2(C(=O)O)C1,25%
Cc1ccc(OCc2nc(C3CCNC3)no2)cc1 (stereo not given),-11%
Clc1cccc(-n2c(SCc3cn4ccccc4n3)nnc2N2CCCC2)c1,-2%
COc1ccc(-c2ccnc3nc(-c4ccccc4OC)nn23)c(F)c1,?
Cc1ccc(NC(=O)COC(=O)C2=NN(c3ccccc3)C(=O)CC2)c(Br)c1,3%
O=C(c1ccccc1)N1CCC(OCC2CC2)C1 (stereo not given),-8%
COc1ccc(C2NC(=O)NC(C)=C2C(=O)Nc2cc(C)cc(C)c2)c(OC)c1 (stereo not given),6%
O=C(CSc1ncc(C(F)(F)F)cc1Cl)c1ccc[nH]1,-16%
Cc1ccc(CNC(=O)C(=O)NCC(c2ccco2)S(=O)(=O)c2ccc(C)cc2)cc1 (stereo not given),-6%
CCOc1ccc(C(=O)OCc2ccccc2C#N)cc1OC,13%
Cc1cnc(C2CCC2)n1CC1CCN(C(=O)NC2CCCCC2)CC1,-19%
CN1C[C@@H](NC(=O)NCc2ccccc2)C[C@H]1c1nc(-c2cccnc2)no1,7%[86.2 µM]
COCC(=O)NC1CCN(C(=O)N2CC3CC(C2)[C@H]2CCCC(=O)N2C3)CC1 (stereo not given in full),-16%
CN(C)c1ccc(C(=O)N=c2sccn2C)cc1[N+](=O)[O-],-1%

# Individual results from above:
# Cc1cnc(C2CCC2)n1CC1CCN(C(=O)NC2CCCCC2)CC1 in KDM5B inhibitor reads -19%
# O=C(CSc1ncc(C(F)(F)F)cc1Cl)c1ccc[nH]1 in KDM5B inhibitor reads -16%
# O=C(N1CCOCC1)N1CCn2c(nnc2C2CCNCC2)C1 in KDM5B inhibitor reads 28%[149 µM]
# Cc1ccc(C(C)NC(=O)c2cc(COc3ccccc3)[nH]n2)c(C)c1 (stereo not given) in KDM5B inhibitor reads 0%
# Cc1ccc(CNC(=O)C(=O)NCC(c2ccco2)S(=O)(=O)c2ccc(C)cc2)cc1 (stereo not given) in KDM5B inhibitor reads -6%
# CN(C)c1ccc(C(=O)N=c2sccn2C)cc1[N+](=O)[O-] in KDM5B inhibitor reads -1%

# Next structures.
SMILES,KDM5B inhibitor
Cc1ccc(Cl)cc1NC(=O)CCn1c(=O)c2cccn2c2cccnc21,-20%
CN1CCC([C@@H]2CN(S(=O)(=O)c3cccc(C#N)c3)C[C@H]2C(N)=O)CC1,-28%
C[S+](=O)([O-])N1CC2(CCCN(C3CCCCC3)C2)Cc2ccccc21 (stereo not given),?
COc1ccc(OC)c(CCNC(=O)c2c3c(nc4ccccc24)C(=O)N(C2CCCCC2)C3)c1,-25%
CCSc1nc2n(n1)C(c1cccs1)C1=C(CC(C)(C)CC1=O)N2 (stereo not given),?
O=C(NCc1ccccn1)c1cccc(OC2CCN(c3cnccn3)CC2)c1,?
N#Cc1nc(COc2cccc(Cl)c2)oc1NCCN1CCOCC1,11%
COc1ccc(Cl)cc1CN(C)C(=O)c1ccc(C2CCCNC2)cc1 (stereo not given),46%[activator]
CN(C)c1cc(-c2cccc(C(F)(F)F)c2)oc(=O)c1Cl,-20%
COCCN(C(=O)c1cc2c(s1)CCC(C)C2)c1c(N)n(CC(C)C)c(=O)[nH]c1=O (stereo not given),-25%
COc1ccc(-c2csc3ncnc(N4CCN(Cc5ccccc5)CC4)c23)cc1,17%
Cn1nccc1CN1CC2(C1)C(=O)Nc1ccccc12,9%[149 µM]
COc1ccc(-c2cn3c(n2)CO[C@@H](CNCc2ccc(F)c(F)c2)C3)cc1,-5%[86.2 µM]
CCOC(=O)c1cccc(NC(=O)c2cc3cc4ccc(C)cc4nc3o2)c1,-14%
Cc1cc(OS(C)(=O)=O)cc2c1C(=O)/C(=C/c1ccccc1F)O2,-18%
Cc1ccc(-n2ncc3c2NC(=O)CC32C(=O)Nc3ccccc32)c(C)c1 (stereo not given),13%
O=S(=O)(c1ccccc1F)N1CCN(Cc2coc(-c3cccs3)n2)CC1,-16%
Cc1ccc(/C(C#N)=C\c2cccn2C)cc1,-16%
N#Cc1ccccc1S(=O)(=O)N[C@H]1CO[C@H]2[C@@H]1OC[C@@H]2n1nnnc1-c1ccc2c(c1)OCO2,-4%
CC1(C)NC(=O)N(Cc2cc(=O)n3ccsc3n2)C1=O,-4%
CCC1CCCCN1C(=O)CN1CCCN(Cc2ccccc2)S1(=O)=O (stereo not given),15%
O=C(COc1ccc2ccc(=O)oc2c1)NC1CCN(Cc2ccccc2)CC1,?
CCc1ccc(Nc2nc(N)nc(CSc3nc4ccccc4s3)n2)cc1,-25%
Cc1ccc(C(=O)/C=C/N(C)C)cn1,0%
Cc1ccc(OCc2nc(C3CCN(C(=O)c4noc(C)c4CN4CCCCC4)CC3)no2)cc1,-12%
CCOCCCNC(=O)c1cc(-c2cccs2)nc2ccccc12,?
COc1ccc(NC(=O)N2CCC(N3CC4CC(C3)[C@H]3CCCC(=O)N3C4)CC2)cc1 (stereo not given in full),?
O=C(c1ccccc1F)N1CCC(Cc2nc(-c3cnccn3)no2)CC1,-5%
COc1ccccc1-n1cnnc1SCC(=O)c1ccc2c(c1)CCC2,-3%
Nc1nccnc1C(=O)NCCSCc1ccsc1,?
CCOC(=O)c1c(/N=C/c2ccc(OC)cc2O)sc2c1CCN(C)C2,?
Cc1ccc(CNC(=O)C2CCN(c3cn[nH]c(=O)c3)C2)cc1 (stereo not given),10%
CC(=O)Oc1ccc2c(=O)c(-c3ccc4c(c3)OCCO4)c(C)oc2c1C,13%
O=C(c1ccc2c(c1)OCO2)N1CCC2(CC1)N(c1ccccc1)C(=O)CS2(=O)=O,-1%
O=C(CCc1c[nH]c2ccccc12)N1C[C@@H](CO)[C@H](c2ccccn2)C1,7%
O=C(NC1CCCC1)c1cc(Nc2cccc(C(F)(F)F)c2)nc2ccccc12,?
CN1CCN(c2ccc(C(F)(F)F)cc2NC(=O)c2ccco2)CC1,-10%
COc1cc(C2/C(=C(\O)c3ccc4c(c3)CC(C)O4)C(=O)C(=O)N2CC2CCCO2)cc(OC)c1OC (stereo not given),-5%
Cc1ccc(S(=O)(=O)NC[C@H]2OC[C@@H](NCc3cccc(C#N)c3)[C@@H]2O)cc1,10%[86.2 µM]
Cc1nc(CCNS(=O)(=O)c2cccs2)no1,-12%
Cc1cc(C(=O)NC2CC2)c2cc(Br)ccc2n1,7%
CCCCc1ccc(NC(=O)Cn2cnc3c2c(=O)n(C)c(=O)n3C)cc1,9%
O=C(Cc1ccccc1)Nc1ccc([C@@H](O)[C@H]2COCC(=O)N2Cc2ccccc2)cc1,26%[86.2 µM]
CC1CN(S(=O)(=O)c2ccc(C(=O)Nc3ccc(S(=O)(=O)N4CCOCC4)cc3)cc2)CC(C)O1 (stereo not given),11%
COc1ccc(CN2C[C@H]3CN(C4CCOCC4)C[C@@]3(C(=O)O)C2)cc1O,?
COC(=O)[C@@H]1Cc2nc[nH]c2CN1Cc1ccc(NC(C)=O)cc1,?
COc1cccc(NC(=O)CSc2nc3c([nH]c4ccccc43)c(=O)n2-c2ccccc2)c1,?
Cc1cc2c(c(=O)n1Cc1ccco1)C(Cc1ccccc1)C(C#N)=C(N)O2 (stereo not given),4%
CC1=C[C@@H](CNC(=O)CCCC(=O)O)[C@H](C(C)C)C[C@H]1Cc1nc2ccccc2[nH]1,-6%[86.2 µM]
CCc1nnc([C@@H]2CC(F)(F)CN2C(=O)c2coc(C)n2)o1,7%
COCCn1c(C)cnc1CC1CCN(C(=O)C2CC2)CC1,15%
CC1(C(=O)Nc2nc(-c3c[nH]c4ccccc34)cs2)CC1(Cl)Cl (stereo not given),-17%
COc1ccccc1NC(=O)CCc1c[nH]c2ccccc12,-10%
Cc1ccc(CN2CCC3(CCCO3)CCC2=O)c2ccccc12 (stereo not given),-2%
O=C(Nc1ccc(N2CCC(NCC(c3ccncc3)N3CCOCC3)CC2)cc1)C1CCCC1 (stereo not given),17%
FC(F)(F)c1cccc(N2CCN(C(c3ccc(Br)cc3)c3nnc(-c4ccccc4)o3)CC2)c1 (stereo not given),5%
Cc1nc(SCC(=O)Nc2ccc(Br)cc2)[nH]c(=O)c1Cc1ccccc1,-18%
CC(C)(C)n1nnnc1SCc1coc(-c2ccccc2)n1,-4%
Cc1oc2ccn(Cc3ccccc3F)c(=O)c2c1C(=O)NCc1cccc(Cl)c1,?
COc1ccc(OCC2(C)COc3ccc(C(=O)Nc4ccc(OC)nc4)cc3N2)cc1 (stereo not given),40µM*
# Next section.
SMILES,KDM5B inhibitor
Cc1ccccc1S(=O)(=O)N1CCC(c2noc(-c3ccccn3)n2)C1 (stereo not given),-1%
Cc1cnc(C(=O)N2CCC(C(=O)N3CCCCCCNC(=O)CC3)CC2)cn1,?
O=C(Nc1ccc2ncnc(N3CCCCC3)c2c1)c1c(F)cccc1Cl,?
Cc1ccccc1C(=O)NCCC(=O)NCc1coc(-c2cccs2)n1,?
CCOc1ccc(C(=O)Nc2ccc(-c3nc4cc(C(C)C)ccc4o3)cc2)cc1Cl,?
O=C(Nc1ccccc1)c1cccc(N2CCCS2(=O)=O)c1,-4%
Cc1nnc2n1CCC(N(C)S(=O)(=O)c1cn(C)cn1)CC2 (stereo not given),17%
O=C(CCS(=O)(=O)c1ccccc1)N(Cc1cccnc1)c1nc2c(F)cccc2s1,-17%
Cc1c(OCC(=O)Nc2ccc(Cl)cc2)c(=O)ccn1CCO,-17%
CCOC(=O)c1nc(Nc2ccc(C(=O)OC(C)C)cc2)c2ccccc2n1,6%&-21%
COCCn1c(COc2ccc(C(C)(C)c3ccccc3)cc2)n[nH]c1=S,-21%
Cc1ccc(Cn2cc(S(=O)(=O)c3cccc(Cl)c3)c(=O)c3cc(F)c(N4CCCCC4)cc32)cc1,-22%
CCC(=O)N1CCC(CC)(N2CCN(S(=O)(=O)c3ccccc3C(F)(F)F)CC2)C1 (stereo not given),-3%
CCCCCn1nc(C(=O)N2CCN(c3ccc(C(C)=O)cc3)CC2)c2ccccc2c1=O,-1%
O=C(Cc1c[nH]c2ncc(-c3ccccc3)cc12)Nc1ccc(N2CCOCC2)cc1,0%[86.2 µM]
CN(C(=O)Cc1cccc2cccnc12)C1CCS(=O)(=O)C1 (stereo not given),16%
CCCn1nc(C(=O)N2CCN(c3ccccn3)CC2)c2ccccc2c1=O,7%
Cc1cc(-c2nn(-c3ccccc3F)cc2CN2CCCC(O)C2)c(C)s1 (stereo not given),35%[activator]

# In the list so far, these contain a CF3 group.
SMILES,KDM5B inhibitor
Cc1ccc(Cn2ccn(CC(=O)Nc3ccccc3C(F)(F)F)c(=O)c2=O)cc1,?
O=C(CSc1ncc(C(F)(F)F)cc1Cl)c1ccc[nH]1,-16%
CN(C)c1cc(-c2cccc(C(F)(F)F)c2)oc(=O)c1Cl,-20%
O=C(NC1CCCC1)c1cc(Nc2cccc(C(F)(F)F)c2)nc2ccccc12,?
CN1CCN(c2ccc(C(F)(F)F)cc2NC(=O)c2ccco2)CC1,-10%
FC(F)(F)c1cccc(N2CCN(C(c3ccc(Br)cc3)c3nnc(-c4ccccc4)o3)CC2)c1 (stereo not given),5%
CCC(=O)N1CCC(CC)(N2CCN(S(=O)(=O)c3ccccc3C(F)(F)F)CC2)C1 (stereo not given),-3%

# High-throughput results (PubChem BioAssay)
